Compound activity (PubChem)
POLI inh – inhibitors of human DNA polymerase iota; Pol iota fluorescent replication assay, 10 min; Potency, µM (highest dose often 115 µM), without a hit: at the highest dose activity, negative = inhibition, most hits filed as inhibitors; actives 1% (n = 390,000); AID 588590
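Fluorescent replication assay read twice, at 0 min and 10 min after adding 50 nM (final) substrate. Enzyme (10 nM) and compounds were first incubated 15 min at room temperature; enzyme-free buffer wells were negative controls.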
Pol kappa inh – blocks human DNA polymerase kappa activity; actives 0.53% (n = 400,000); Potency, µM (doses to about 107 µM), inactives show at the highest dose activity, negative = inhibition, usual class: inhibitors; Q9UBT6; purified Pol kappa, fluorescent DNA synthesis assay, 10 min; also: % is scaled to controls: 0 for no effect and ±100 for the full control effect
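50 nM final substrate added after 15 min RT preincubation of 10 nM Pol kappa with compound; fluorescence read at 0 and 10 min.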
JMJD2A Tudor inh – inhibitors of human JMJD2A Tudor domain; O75164; AlphaScreen JMJD2A-Tudor / H3K4me3 peptide binding; Potency, µM (top dose mostly 114 µM), inactives show at the highest dose activity change, negative = inhibition, actives largely listed as inhibitors; actives 4.4% (n = 390,000); AID 504339; also: % is scaled to controls: 0 for no effect and ±100 for the full control effect; nearly all actives have a fitted effect of over 50% in size
BAZ2B block – blocks human BAZ2B; Q9UIF8; AlphaScreen BAZ2B-H3K14Ac peptide displacement; Potency, µM (series often up to 114 µM), for inactives: at the highest dose activity change, negative = inhibition, usual class: inhibitors; actives 4.4% (n = 360,000); AID 504333; also: % is scaled to controls: 0 for no effect and ±100 for the full control effect; nearly all actives have a fitted effect of over 60% in size
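AlphaScreen luminescence quantifies BAZ2B engagement of H3K14Ac peptide; the protein and biotinylated peptide are both at 50 nM final, buffer PBS pH 7.4 with 0.01% Tween-20, all steps at room temperature.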
POLB inh – blocks human DNA polymerase beta activity; Potency, µM (highest dose often 114 µM), for the others: top-dose activity change, negative = inhibition, actives largely listed as inhibitors; Pol beta primer extension/strand displacement, fluorescence kinetic; actives 1.3% (n = 340,000); also: % is scaled to controls: 0 for no effect and ±100 for the full control effect
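Values derive from four-parameter Hill fits of normalized kinetic data: reads at 0 and 10 min following addition of 50 nM substrate to 10 nM Pol beta preincubated 15 min with compound.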
POLH inh – blocks human DNA polymerase eta activity; recombinant Pol eta, fluorescent DNA replication assay; Potency, µM (titrated, usually from 114 µM), without a hit: at the top dose activity change, negative = inhibition, hits mostly inhibitors; actives 1.2% (n = 390,000); AID 588591; also: % is scaled to controls: 0 for no effect and ±100 for the full control effect
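Pol eta at 10 nM preincubated with compounds 15 min at room temperature; reaction started with fluorescent substrate (50 nM final) and read kinetically at 0 and 10 min.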
G9a block – inhibitors of human histone lysine methyltransferase G9a. AID 504332. Potency, µM (doses to about 102 µM), inactives show at the highest dose activity, negative = inhibition, usual class: inhibitors. Q96KQ7. G9a H3K9 monomethylation, AlphaScreen, 2 h. actives 8.8% (n = 350,000); also: % is scaled to controls: 0 for no effect and ±100 for the full control effect; nearly all actives have a fitted effect of over 75% in size
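Step 1: enzyme (final 20 nM) with compound, 15 min RT. Step 2: substrate peptide 500 nM and SAM 20 uM, 2 h RT. Step 3: anti-H3K9me1 antibody and AlphaScreen beads, 10 min, then plate read.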
APEX1 inh – blocks human APE1 abasic DNA cleavage | P27695 | recombinant APE1, TAMRA/BHQ-2 abasic DNA cleavage fluorescence | Potency, µM (doses to about 65.8 µM), for the others: at the highest dose activity change, negative = inhibition, actives largely listed as inhibitors | actives 0.35% (n = 350,000) | AID 2517;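 also: plate controls were vehicle for no effect and reference inhibitor for full effect; nearly all actives have a fitted effect of over 55% in size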
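Endonuclease cleavage of a quenched abasic-site DNA duplex (50 nM) by APE1 (0.75 nM) was tracked by TAMRA dequenching. Compounds were preincubated with enzyme 15 min at room temperature; data normalized to buffer-only and DMSO wells plus NSC13755 control.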
BLM helicase inh – inhibitors of human Bloom syndrome helicase BLM. recombinant BLM DNA unwinding, fluorescence dequenching. Potency, µM (top dose mostly 56.1 µM), without a hit: at the top dose activity change, negative = inhibition, hits mostly inhibitors. P54132. actives 0.2% (n = 350,000);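 also: plate controls were vehicle for no effect and no enzyme for full effect; nearly all actives have a fitted effect of over 35% in size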
* = called active by the depositor; u = inconclusive; x = not tested or not shown; [ ] = dose if it differs, or a comment. Calls follow the shape of the dose curve; as a rule, active = well fitted curve in the direction sought with a large enough effect; inconclusive = small, poorly fitted or top-dose-only effect, or another doubt; inactive = no such curve, though single readings can be large; an effect the other way counts as inactive or inconclusive. Potency is read from the fitted curve at half-maximal effect. Not all compounds are listed; rates above refer to the full screens.

SMILES	POLI inh	Pol kappa inh	JMJD2A Tudor inh	BAZ2B block	POLB inh	POLH inh	G9a block	APEX1 inh	BLM helicase inh
CCOC(=O)c1cccc(NC(=O)Cn2c(CC(=O)NC)nc3ccccc32)c1	u	-6.4%	-16.7%	1.8%	4.0%	-16.1%	9.0%[59 µM]	-6.8%	-11.5%
Cn1cc(CN2CCCCC2CO)c(-c2ccc(Oc3ccccc3)cc2)n1 (stereo not given)	5.1%	-4.4%	-19.9%	-9.6%	18.2%	-15.8%	-36.1%	7.6%	1.3%
Clc1ccc(-c2cc(CSc3ccccc3)on2)cc1	10.3%	-0.9%	136.4%[activator]	-1.0%	6.5%	-9.5%	x	12.0%	-4.3%
O=C(CNC(=O)Cc1ccccc1)NCC(=O)N1CCCCC1	7.0%	-4.0%	-21.0%	-1.0%	-1.1%	-18.6%	x	5.4%	-0.3%
NC(=O)C1CCN(c2ccc(S(=O)(=O)N3CCC(Cc4ccccc4)CC3)cn2)CC1	85.7%[activator]	-5.3%	-8.7%	-10.2%	3.8%	-18.9%	10.6%	1.0%	-4.1%
CC1Cc2ccccc2N1C(=O)CSc1nnc(CSc2ncccn2)n1C (stereo not given)	16.0%	-5.6%	-1.9%	-3.1%	-1.2%	-16.7%	-10.1%	0.1%	4.0%
Cc1ccc(CSc2nc(-c3ccccc3)c(C#N)c(=O)[nH]2)cc1	u	-19.1%	-23.4%	0.2%	u	u	16.7%[2.33 µM]	-2.7%	-5.6%
Cc1nn(C(C)C(=O)NNC(=S)Nc2ccc(Cl)cc2)c(C)c1[N+](=O)[O-] (stereo not given)	41.3%[activator]	-14.3%	-21.8%	-4.6%	18.6%	-13.0%	8.91µM*	-0.3%	-7.7%
CC[C@H](CO)Oc1cc(NCc2ccc(Cl)c(Cl)c2)c2ncn(C(C)C)c2c1	40.0%[activator]	-5.1%	31.6µM*	x	x	-28.3%	x	6.8%	x
C=CCn1c(SCc2ccc(F)cc2)nnc1-c1sc2nc(C)cc(C)c2c1N	17.0%	12.3%	-8.3%	-1.3%	u	-10.6%	x	-8.4%	-1.2%
CC(C(=O)Nc1ccc(C(N)=O)cc1)N1C(=O)c2ccccc2S1(=O)=O (stereo not given)	4.8%	-4.4%	-12.8%	-8.7%	x	-2.2%	-21.3%	0.4%	x
O=C(/C=C/c1cccc(Br)c1)OCC(=O)N1CCN(c2ccccc2)CC1	-0.7%	-9.0%	-28.0%	-5.9%	x	-2.5%	-7.4%[59 µM]	11.7%	x
O=S(=O)(c1cccs1)N1CCN(C/C=C/c2ccccc2)CC1	-9.0%	-5.8%	-10.8%	0.8%	10.7%	-23.9%	-1.7%[12.7 µM]	-4.3%	-5.5%
Cc1oc2cc(O)ccc2c(=O)c1Oc1ccc(F)cc1	5.8%	-2.7%	-7.7%	0.4%	22.3%	-4.4%	-4.7%	10.5%	-1.0%
O=C(Cn1cnc2scc(-c3ccc(Br)cc3)c2c1=O)N1CCOCC1	-2.3%	-1.0%[60.1 µM]	-15.1%	-1.8%	0.1%	-0.3%	-7.4%	1.0%	-0.5%
NS(=O)(=O)c1ccc2nc(-c3ccccc3)c(-c3ccccc3)nc2c1	103.4%[activator]	-3.3%	-28.8%	-15.4%	1.2%	-18.3%	14.8%	44.2%[activator]	-3.0%
COC(=O)CSc1nccc(C)n1	-4.0%	2.5%	-10.3%	5.1%	26.0%	-11.9%	-10.5%	1.2%	-4.4%
CN(Cc1ccco1)C(=O)CSc1nn2c(=O)c(C(C)(C)C)nnc2s1	u	-23.5%	-27.4%	x	x	79.4µM*	x	-21.0%	x
COc1cc(CNCCSc2nnnn2C)ccc1OCc1ccc(F)cc1	u	2.6%	-11.6%	-24.2%	u	-5.5%	-1.2%[59 µM]	x	-2.3%
COc1ccc(/C(O)=C2/C(=O)C(=O)N(CCCN3CCOCC3)C2c2ccc(C)cc2)cc1 (stereo not given)	10.5%	9.5%	-7.0%	7.7%	5.2%	-8.5%	u	-5.0%	-4.0%
CCOc1ccc(NC(=O)CN2C(=O)NC(C)(c3ccc(OC(F)F)cc3)C2=O)cc1 (stereo not given)	7.6%	5.8%	-13.7%	1.8%	67.4%	-25.5%	-6.3%	-12.1%	-5.6%
COc1cccc(NC(=O)C(=O)NCCc2csc(-c3ccc(C(F)(F)F)cc3)n2)c1	10.8%	-3.4%[60.1 µM]	3.2%	5.5%	1.2%	-17.8%	5.6%[59 µM]	x	0.8%
CCCCNC(=O)C1CCN(S(=O)(=O)c2cnc[nH]2)CC1	19.1%	0.0%	12.6%	4.8%	34.7%	8.9%	-4.9%[12.7 µM]	4.1%	-1.0%
O=C1c2[nH]nc(-c3ccccc3O)c2C(c2cccc(OCc3ccccc3)c2)N1CCCO (stereo not given)	33.4%[activator]	8.1%	-16.7%	-14.6%	7.7%	-17.8%	-1.1%[59 µM]	x	-4.2%
CC(=O)c1ccc(N(C)C)c2c(N(C)C)cccc12	-1.6%	-12.0%	-23.7%	11.8%	-12.8%	-5.6%	6.3%[59 µM]	-9.3%	5.4%
Cc1noc(C)c1-c1nccc(NC2CC2)n1	x	-0.5%[60.1 µM]	x	x	x	x	4.4%[0.501 µM]	-0.8%	0.2%
C=CCNC(=O)/C(=C\C=C\c1ccccc1)NC(=O)c1ccccc1Cl	74.2%[activator]	0.3%	-0.3%	1.8%	87.0%	-9.7%	10.0%	-9.7%	-2.9%
Cc1nc(SC(C(=O)c2ccccc2)c2ccccc2)n[nH]1 (stereo not given)	5.1%	-2.9%	-5.0%	-2.8%	30.3%	-7.1%	x	0.1%	-2.5%
Cc1ccsc1C(=O)NNC(=O)C1C2C=CC(C2)C1C(=O)O (stereo not given)	17.5%	-3.5%	-10.0%	11.6%	3.9%	3.2%	-0.5%[59 µM]	-9.0%	4.8%
COc1ccc(CCNC(=O)CCCN2C(=O)C(c3ccccc3)Oc3cccnc32)cc1OC (stereo not given)	7.5%	2.6%	-16.8%	-5.7%	17.0%	4.4%	7.9%[0.0925 µM]	-4.3%	3.0%
NC(=O)c1ccc(-c2nnc(Nc3ccc(S(N)(=O)=O)cc3)c3ccccc23)cc1	38.2%[activator]	-13.5%	-4.4%	5.0%	-5.4%	u	-5.4%	10.0%	-9.8%
CC(=O)c1cccc(NC(=O)c2ccc(-c3ccccc3[N+](=O)[O-])o2)c1	21.8%	-8.2%	u	-32.2%	-3.4%	-13.5%	u	2.8%	-21.1%
CCC(Oc1cccc(C)c1)C(=O)Nc1ccccc1C(=O)N1CCOCC1 (stereo not given)	-4.4%	-14.6%	-9.5%	-5.7%	-12.9%	-19.4%	0.7%	-5.3%	-2.1%
CCOC(=O)c1c(NC(=O)C2CC2)sc2c1CC(C)(C)OC2	-7.9%	12.1%	9.8%	-23.2%	-18.1%	-21.7%	35.5µM*	8.4%	-1.2%
Cc1cc(C)c(-c2c(O)c3cccnc3n(C)c2=O)c(C)c1	-3.5%	-2.5%	-12.4%	x	x	-6.4%	x	x	x
CC1=C(C(=O)N2CCCCC2)C(c2ccc(Cl)cc2)n2c(nc3ccccc32)N1 (stereo not given)	16.4%	-0.7%	-13.0%	2.7%	-8.9%	-7.2%	3.9%[59 µM]	x	-4.7%
O=C(Nc1sc2c(c1C(=O)O)CCC2)c1cccc(Cl)c1	17.5%	-1.3%	u	-20.0%	1.6%	-10.7%	-11.7%[2.33 µM]	24.8%	-0.7%
O=S(=O)(c1ccccc1)c1ncc(C(F)(F)F)cc1Cl	u	5.6%	-9.0%[57.1 µM]	3.3%	22.5%	-0.8%	-0.6%	-1.6%	-9.9%
CCN(CC)S(=O)(=O)c1cc(NC(=O)COC(=O)C2CCC2)ccc1C	10.1%	-1.5%	-1.6%	-0.8%	x	-20.5%	-7.9%[12.7 µM]	9.6%	x
CCOC(=O)C1CCCN(C(=O)c2ccc3c(=O)n(CCOC)c(=S)[nH]c3c2)C1 (stereo not given)	-0.3%[58.9 µM]	-3.1%	u	-6.3%	4.5%	-1.6%	u	12.4%	-12.5%
CC(C)CN1CC(C)C(=O)NC1=S (stereo not given)	17.2%	-0.7%	-11.8%	x	x	-11.9%	x	x	x

A section taken from the entries so far, for reference:
SMILES	POLI inh	Pol kappa inh	JMJD2A Tudor inh	BAZ2B block	POLB inh	POLH inh	G9a block	APEX1 inh	BLM helicase inh
CC1=C(C(=O)N2CCCCC2)C(c2ccc(Cl)cc2)n2c(nc3ccccc32)N1 (stereo not given)	16.4%	-0.7%	-13.0%	2.7%	-8.9%	-7.2%	3.9%[59 µM]	x	-4.7%
O=C(Nc1sc2c(c1C(=O)O)CCC2)c1cccc(Cl)c1	17.5%	-1.3%	u	-20.0%	1.6%	-10.7%	-11.7%[2.33 µM]	24.8%	-0.7%
O=S(=O)(c1ccccc1)c1ncc(C(F)(F)F)cc1Cl	u	5.6%	-9.0%[57.1 µM]	3.3%	22.5%	-0.8%	-0.6%	-1.6%	-9.9%
CCN(CC)S(=O)(=O)c1cc(NC(=O)COC(=O)C2CCC2)ccc1C	10.1%	-1.5%	-1.6%	-0.8%	x	-20.5%	-7.9%[12.7 µM]	9.6%	x
CCOC(=O)C1CCCN(C(=O)c2ccc3c(=O)n(CCOC)c(=S)[nH]c3c2)C1 (stereo not given)	-0.3%[58.9 µM]	-3.1%	u	-6.3%	4.5%	-1.6%	u	12.4%	-12.5%
CC(C)CN1CC(C)C(=O)NC1=S (stereo not given)	17.2%	-0.7%	-11.8%	x	x	-11.9%	x	x	x
